Screens as filed in PubChem.
Ins promoter up: MIN6 insulin promoter up-regulation | MIN6 insulin promoter-GFP reporter, high-content imaging; hits give high values | z-score at 5 µM | 190,000 tested, 0.3% active;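 active = z-score above 3 at 5 µM with at least 500 cells counted in the well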
Lipid droplet: hepatic lipid droplet formation modulation; AML12 mouse hepatocytes, oleate lipid droplets, BODIPY imaging; inhibition, % at 6.5 µM; 240,000 tested, 0.4% active; AID 1656;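 active = lipid droplet intensity inhibited by at least 50%, with more than 500 cells counted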
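Test system: AML12 mouse liver cells; schedule: overnight exposure; technique: high-content imaging of BODIPY-stained droplets and DAPI nuclei; read-out: % inhibition of corrected integrated BODIPY droplet signal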
Autophagy mod: modulators of autophagy. calls only at 10 µM (by protocol). 190,000 tested, 0.98% active. MEF GFP-LC3 puncta imaging; test concentration mostly 10 µM;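 active = percentage of spot-positive cells more than 3 SD above its plate mean, without a fluorescence outlier flag or 80% toxicity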;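 also: spot-positive cell cutoff set from DMSO-treated cells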
Yfh1-off respiration: mitochondrial function rescue without frataxin homolog – Friedreich's ataxia, plus single-dose screen, dose response (AID 1465). S. cerevisiae Yfh1-off respiration, WST-1 reduction, 72 h; higher fold induction means a stronger effect. one-dose fold induction at 50 µM; EC50 in µM for titrated hits. 220,000 tested, 0.074% active;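 active = fold induction of absorbance versus untreated yeast above a set limit, then at least 30% activation at any dose in follow-up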;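 also: activators that raise dye reduction in frataxin-depleted yeast; strong numbers were not always called active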
MT stabilize HCS: microtubule stabilizers in HeLa cells | % tubulin-high responders, % at 10 µM | HeLa tubulin immunostaining HCS, 24 h; share of cells brighter than vehicle mean+2SD | 200,000 tested, 0.83% active;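 active = plate Z-score above 3 for both tubulin-high and condensed-nucleus cell shares, with cell loss under 80%, at 10 µM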;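 also: anti alpha tubulin signal scored within the nucleus-defined area of each cell; some results filed as inactive read as strong as hits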
ER stress rescue: rescue of cells from ER stress-induced death, primary screen, 384-well, CSM14.1, thapsigargin, ATP luminescence (AID 1222). one-dose cellular ATP content (survival), % at 20 µM; EC50 in µM for titrated hits. CSM14.1 thapsigargin-induced death rescue, ATP luminescence; higher % means a stronger effect. 190,000 tested, under 10 active;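 active = EC50 below 50 µM in the dose-response confirmation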;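 also: death triggered by thapsigargin at about 15 µM added after 2 h compound pretreatment; cell ATP read after overnight thapsigargin exposure of roughly 18 to 22 hours; normalized against plate controls of thapsigargin alone and 5% DMSO vehicle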
M1AAP inhibition: P. falciparum M1AAP inhibitors, biochemical, fluorogenic H-Leu-NHMec substrate, 1536-well (AID 1445); recombinant M1AAP, H-Leu-NHMec fluorogenic kinetic assay; higher % means a stronger effect; one-dose inhibition, % at 30 µM; IC50 in µM for titrated hits; 220,000 tested, 0.42% active;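 active = primary inhibition above the hit cutoff, then over 50% inhibition at one or more dose response concentrations, cut at about 23% in these data, passing the limit was not always enough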;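 also: plate controls were DMSO full reaction for no effect and no enzyme background for full effect; strong numbers were not always called active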
Dynein transport: blocks dynein driven cargo transport along microtubules | 3617.4 mouse cells, GR-EGFP nuclear translocation imaging; test concentration mostly 20 µM; stimulated with dexamethasone, 1 µM; hits give low values | z-score, hits read low | 220,000 tested, 0.47% active | AID 1381;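 active = plate z-score of nuclear minus cytoplasmic receptor signal below a set negative limit, without overly bright fluorescence or cell loss, cut at about -3.5 in these data, passing the limit was not always enough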;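 also: z-score of nuclear minus cytoplasmic ring GR-EGFP intensity difference per well; some compounds called inactive have numbers as strong as hits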
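Also added – dexamethasone, 1.0 µM final · Buffer or medium – tet-free, stripped-serum medium · Schedule – induction 48 h, compound 1 h, agonist 30 min · Detection – formaldehyde fixation, Hoechst nuclear stain, 10x automated fluorescence imaging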
M17LAP inhibition: P. falciparum M17LAP inhibitors, primary screen, biochemical, fluorogenic H-Leu-NHMec substrate, 1536-well (AID 1619); 220,000 tested, 0.38% active; recombinant M17LAP, H-Leu-NHMec fluorogenic kinetic assay; higher % means a stronger effect; inhibition, % at 30 µM, or IC50 in µM where a hit was titrated;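 active = compound inhibiting the enzyme by more than half at any dose during confirmatory dose-response retesting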;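 also: plate controls were full reaction with DMSO carrier for no effect and no enzyme background for full effect; strong numbers were not always called active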
Dynein transport cytoplasmic EGFP: also measured in Dynein transport; calls as there; z-score; measured here: cytoplasmic GR-EGFP intensity; hits give high values
Dynein transport nuclear GR-EGFP: second read-out of Dynein transport, no call of its own (marks repeat the call); z-score; measured here: nuclear GR-EGFP intensity;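 lower value marks the stronger effect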
Dynein transport cell count: also measured in Dynein transport; calls as there; z-score; measured here: cell count per field
Ins promoter up cell count: further read-out of Ins promoter up, marked with its call; cell count; measured here: cytotoxicity, nuclei count;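 total cells summed across four imaged fields per well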
Lipid droplet cells 6.5 µM: recorded beside Lipid droplet, whose call it bears; cell count; measured here: cell count, cytotoxicity flag;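 cells counted across two imaged fields per well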
MT stabilize HCS Hoechst-high %: also measured in MT stabilize HCS; calls as there; % Hoechst-high responders; measured here: nuclear condensation Hoechst responders;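 share of cells brighter than vehicle mean plus two SD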
MT stabilize HCS cytotoxicity %: second read-out of MT stabilize HCS, no call of its own (marks repeat the call); toxicity, %; measured here: cytotoxicity by cell density;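 0% = mean cell density of plate MIN control wells and 100% = no cells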
Autophagy mod cell loss 18 h: further read-out of Autophagy mod, marked with its call; toxicity, %; measured here: cell loss, nuclei count;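 cell loss after 18 h compound exposure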
Active calls of the source: *; i = inactive; . = not tested or not shown.

SMILES	Ins promoter up	Ins promoter up cell count	Lipid droplet	Lipid droplet cells 6.5 µM	Autophagy mod	Autophagy mod cell loss 18 h	Yfh1-off respiration	MT stabilize HCS	MT stabilize HCS Hoechst-high %	MT stabilize HCS cytotoxicity %	ER stress rescue	M1AAP inhibition	Dynein transport	Dynein transport cytoplasmic EGFP	Dynein transport nuclear GR-EGFP	Dynein transport cell count	M17LAP inhibition
O=C(N/N=C/c1ccc2c(c1)OCO2)C(O)c1ccccc1 (centres undefined)	0.78	1306	16	752	i	-1	i	3.3	3.2	3.3	-5.4%	7%	-0.47	-0.24	-0.41	-0.42	21%
Cc1ccc2c(c1)N=C(c1ccc(Cl)cc1)CO2	.	.	10	769	i	-2	i	3.6	1.6	2.4	-3.7%	-2%	1.9	0.059	1.1	-2.2	7%
O=C(NCc1cccnc1)c1ccc(Cl)cc1[N+](=O)[O-]	0.17	1781	-16	685	i	-17	i	3.9	1.7	5.9	-0.3%	4%	0.022	-0.21	-0.17	-0.023	-12%
CCN1CCN(S(=O)(=O)c2cc(C(=O)O)ccc2Cl)CC1	-0.09	1083	2	749	.	.	i	.	.	.	.	1%	1.1	-0.25	0.4	-0.31	-3%
COC(=O)CN(c1ccc(OCc2ccccc2)cc1)S(C)(=O)=O	-0.1	1534	-11	574	i	15	i	1.2	2.2	4.4	-0.8%	1%	-0.71	-0.22	-0.26	0.66	2%
COc1ccc(NC(=O)C2CC(=O)OC2(C)C)cc1 (centres undefined)	0.06	1968	28	673	i	-3	i	3.7	2.4	1.1	-2.0%	16%	2.2	-0.23	1.3	-0.092	15%
O=[N+]([O-])C(/C=C(\Cl)[N+](=O)[O-])=C(N1CCCCC1)N1CCCCC1	-0.16	1042	0	678	i	-2	i	2.0	2.2	5.2	5.8%	12%	0.6	-0.31	0.33	-0.11	1%
Cc1cc(OCc2ccc(C(=O)n3cccn3)o2)ccc1Cl	0.17	1134	5	728	i	2	i	2.3	2.1	8.3	0.6%	6%	-0.098	0.37	0.39	1.4	8%
N#Cc1ccccc1NC(=O)c1ccc2c(Cl)c3c(nc2c1)CCCC3	0.66	1438	4	698	i	-2	i	4.4	1.3	3.7	2.4%	2%	-0.7	-0.21	-0.49	0.2	-16%
CCC(C)(C)N1CC(=O)N(Cc2ccccc2)C(c2ccc(OC)cc2)C1=O (centres undefined)	-0.6	1209	.	.	i	10	i	4.5	3.2	6.0	3.4%	12%	-1.4	-0.34	-1	0.11	6%

Three compounds from above, limited to MT stabilize HCS Hoechst-high %, MT stabilize HCS cytotoxicity % and Dynein transport cell count.
Structure	MT stabilize HCS Hoechst-high %	MT stabilize HCS cytotoxicity %	Dynein transport cell count
N#Cc1ccccc1NC(=O)c1ccc2c(Cl)c3c(nc2c1)CCCC3	1.3	3.7	0.2
O=[N+]([O-])C(/C=C(\Cl)[N+](=O)[O-])=C(N1CCCCC1)N1CCCCC1	2.2	5.2	-0.11
CCC(C)(C)N1CC(=O)N(Cc2ccccc2)C(c2ccc(OC)cc2)C1=O (centres undefined)	3.2	6.0	0.11

Continued:
SMILES	Ins promoter up	Ins promoter up cell count	Lipid droplet	Lipid droplet cells 6.5 µM	Autophagy mod	Autophagy mod cell loss 18 h	Yfh1-off respiration	MT stabilize HCS	MT stabilize HCS Hoechst-high %	MT stabilize HCS cytotoxicity %	ER stress rescue	M1AAP inhibition	Dynein transport	Dynein transport cytoplasmic EGFP	Dynein transport nuclear GR-EGFP	Dynein transport cell count	M17LAP inhibition
COc1cccc(/C=N/Nc2ncnc3c2[nH]c2ccc(C)cc23)c1OC	-0.84	982	22	664	.	.	i	.	.	.	.	3%	-0.0052	-0.12	0.1	-0.62	-12%
Oc1ccc(-c2n[nH]c(=S)n2-c2ccc3c(c2)OCCO3)c(O)c1	-0.27	1256	4	545	i	15	i	8.6	4.9	18	-1.3%	3%	-0.82	-0.092	-0.68	0.46	-28%
O=C(Nc1nnc(-c2ccc3c(c2)OCCO3)o1)c1ccc(Cc2ccccc2)cc1	0.23	894	.	.	i	-17	i	2.8	4.0	11	1.1%	-3%	-0.4	-0.29	-0.062	0.74	9%
Cc1ccc(S(=O)(=O)N/N=C\c2ccc([N+](=O)[O-])o2)cc1	0	1825	-15	599	i	-19	i	3.3	1.2	3.8	-0.1%	8%	-2.2	0.16	-1.3	0.43	-13%
Cc1noc(C)c1S(=O)(=O)Nc1ccccc1N1CCOCC1	.	.	10	691	.	.	i	.	.	.	.	5%	0.93	-0.23	0.33	-0.91	7%
O=C(Oc1ccc(/C=N/O)cc1)c1ccccc1Cl	0.28	1581	4	684	i	-21	i	1.9	2.6	6.1	-1.1%	5%	-0.55	-0.32	-0.088	0.025	8%
O=C(CSc1ncc(C(F)(F)F)cc1Cl)N1CCN(S(=O)(=O)c2ccc3ccccc3c2)CC1	-1.1	931	-3	708	i	41	i	2.3	1.4	7.4	4.1%	0%	1.2	-0.12	1.2	0.38	3%
Cn1c(=O)c(-c2ccccc2)nn2c3ccccc3nc12	-0.31	1802	1	662	i	8	i	1.4	1.5	15	-1.8%	9%	-1.4	-0.26	-0.14	0.81	2%
CCN1CCN(C(c2cc(OC)c(OC)c(OC)c2)c2nnnn2C(C)C)CC1 (centres undefined)	0.74	774	-2	740	i	-7	i	4.5	2.4	11	-0.3%	-6%	-0.25	-0.2	0.39	-0.8	7%
Nc1nc(Sc2ncccc2[N+](=O)[O-])n[nH]1	0.38	989	-1	692	.	.	i	.	.	.	.	8%	1.5	-0.2	1.2	-1.4	16%
CN(C)c1nc(N)nc(/C(C#N)=C/C2CC3C=CC2C3)n1 (centres undefined)	3*	1357*	.	.	i	-37	i	5.0	2.8	8.6	-1.3%	4%	0.53	-0.34	0.43	0.054	3%
O=C(CSc1nnc(-c2cccs2)o1)OC1CCCCC1	-0.11	1100	.	.	i	25	i	2.6	2.0	1.3	-1.4%	-11%	0.88	-0.052	1.4	-0.34	-4%
Cc1ccc(C)c(/C(O)=C2\C(=O)C(=O)N(CCCN3CCOCC3)C2c2cccnc2)c1 (centres undefined)	0.84	1760	-2	643	i	6	i	2.8	3.0	9.9	-2.1%	3%	0.092	-0.29	0.39	-0.054	15%
CC(=O)N(C(C)=O)c1cccc2c(N(C(C)=O)C(C)=O)cccc12	0.3	1319	-6	740	i	-5	i	2.3	0.8	3.9	0.9%	-1%	0.61	-0.19	0.7	0.62	1%
Cc1cc(C)n(C(=O)c2nn(C)c(C)c2[N+](=O)[O-])n1	.	.	36	770	i	1	i	2.7	2.7	3.0	-3.1%	4%	-0.28	-0.22	-0.28	-0.08	9%
CN(c1ccccc1)c1nc(N)c([N+](=O)[O-])c(N2CCCCCC2)n1	-0.53	1452	16	660	.	.	i	.	.	.	.	2%	0.7	-0.25	0.23	-0.7	-10%
NC(=O)CC(NC(=O)c1ccc(Br)cc1)c1ccc(NCCc2ccc(F)cc2)c([N+](=O)[O-])c1 (centres undefined)	-0.45	1043	-10	705	.	.	i	.	.	.	.	-1%	0.18	-0.74	0.18	-0.041	5%
Cc1cc(C)c2cc(CN(CCO)Cc3nnnn3Cc3ccccc3)c(=O)[nH]c2c1	0.12	1187	.	.	i	5	i	2.6	1.9	14	0.8%	10%	-0.44	-0.22	0.18	0.58	23%
O=C(Nc1nnc(-c2ccc(F)cc2)s1)C1CCN(S(=O)(=O)c2ccc(Cl)cc2)CC1	-0.17	1174	-5	632	i	16	i	1.2	4.7	6.8	-2.3%	-3%	1.4	-0.1	0.61	-0.5	1%
CCOC(=O)N1CCN(CC(O)COc2cc(C)ccc2C(C)C)CC1 (centres undefined)	0.08	1321	-8	625	i	-3	i	2.6	2.3	5.9	-5.3%	12%	0.26	-0.32	-0.3	0.35	18%
CN1c2ccccc2C(C)(C)C12CC(CCl)=NO2 (centres undefined)	0.48	1382	.	.	i	-1	i	5.0	1.1	2.5	-1.2%	2%	-3.3	0.27	-1.6	-0.011	4%
Cc1ccc(N=c2ssnc2Cl)cc1	-0.1	1356	.	.	i	3	i	2.1	1.3	6.2	-1.6%	0%	-0.53	-0.21	-0.42	0.51	26%
CN(CC(=O)N1CC=C(c2ccccc2)CC1)S(=O)(=O)c1ccc2c(c1)c(=O)n(C)c(=O)n2C	-0.44	795	.	.	i	1	.	1.6	2.7	12	-0.2%	7%	-0.43	-0.32	-0.089	0.68	7%
Cc1ccccc1OCCOCCN1CCCCCC1	-0.46	1693	6	700	i	9	i	4.0	1.8	2.9	0.1%	-2%	0.21	-0.24	0.32	0.055	1%
Cc1cc(SCC(=O)Nc2cccc(S(=O)(=O)N3CCOCC3)c2)nc2ccccc12	-0.15	1553	-20	675	i	3	i	2.2	1.6	12	1.4%	-4%	0.77	-0.1	1	-1.5	2%
COC(=O)c1ccc(NC(=O)CSCc2ccc(C)cc2)cc1	-0.21	764	-3	768	i	-5	i	0.7	0.8	11	1.2%	4%	-0.47	-0.39	0.031	0.35	7%
C=CCn1c(SCn2nnc3ccccc3c2=O)nnc1-c1ccc(F)cc1	-0.44	1238	.	.	i	21	i	4.0	1.6	4.8	0.1%	2%	0.55	-0.2	0.85	0.26	5%
CC1(C)N=C(N)N=C(N)N1c1cccc(CN)c1	0.11	1109	-6	691	.	.	i	.	.	.	.	-4%	-0.51	0.23	0.3	-0.46	2%
